NTR1 ag: agonists of NTR1, primary screen, imaging, U2OS cells, beta-arrestin-GFP, high content (AID 493036) | actives 0.17% (n = 330,000) | NTR1-U2OS beta-arrestin-GFP spot imaging, agonist mode | activation, % at 20 µM | P30989;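 active means activation at or above 40% of the spot to cytoplasm intensity ratio, with at least 20 cells analyzed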;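 further: 0% = DMSO without peptide and 100% = 100 nM NTR1 peptide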
Target sequence (P30989 whole entry, looked up): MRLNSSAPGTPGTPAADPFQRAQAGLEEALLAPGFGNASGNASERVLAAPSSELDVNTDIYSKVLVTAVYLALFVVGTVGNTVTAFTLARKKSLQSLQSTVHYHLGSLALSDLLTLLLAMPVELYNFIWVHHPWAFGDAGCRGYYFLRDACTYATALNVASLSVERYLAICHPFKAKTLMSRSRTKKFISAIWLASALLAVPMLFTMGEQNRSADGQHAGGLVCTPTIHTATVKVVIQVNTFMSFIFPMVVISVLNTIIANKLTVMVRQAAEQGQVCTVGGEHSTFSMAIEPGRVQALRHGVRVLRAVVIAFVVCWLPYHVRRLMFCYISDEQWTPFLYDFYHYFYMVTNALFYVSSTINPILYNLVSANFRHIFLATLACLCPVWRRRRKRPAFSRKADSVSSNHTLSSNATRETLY
GPR55 antagonists: inhibition of LPI-stimulated GPR55 beta-arrestin translocation – imaging, U2OS, beta-arrestin-GFP, LPI agonist, primary screen (AID 2013); U2OS GPR55 beta-arrestin-GFP translocation imaging, LPI antagonism; higher % means a stronger effect; inhibition, % at 10 µM, or IC50 in µM where a hit was titrated; actives 0.13% (n = 290,000);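 active means spots per cell inhibited over 60%, with over 100 cells counted and total cytoplasm intensity under 500,000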;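 further: U2OS cells stably carrying GPR55 and arrestin-GFP stimulated by 5 µM LPI near EC80; imaged beta-arrestin-GFP aggregate spots per cell after agonist stimulation; plate controls were LPI-stimulated DMSO wells for no effect and DMSO wells without LPI for full effect; some results filed as inactive read as strong as hits; confirmed hits need IC50 under 10 µM and bright autofluorescent wells are also inconclusive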
Siah-1 displacement: blockers of Siah-1 interaction with plectin peptide – biochemical, fluorescence polarization, rhodamine-plectin, uHTS, primary screen (AID 1817); Siah-1 / rhodamine-plectin peptide fluorescence polarization; higher % means a stronger effect; displacement, % at 20 µM, or IC50 in µM where a hit was titrated; actives 0.02% (n = 290,000);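 active means displacement of at least 50% at 20 µM, with a fluorescence ratio check between 0.3 and a set limit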;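 further: plate controls were Siah plus tracer with DMSO for no effect and tracer alone without Siah for full effect; strong numbers were not always called active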
GPR35 antagonists: inhibition of zaprinast-stimulated GPR35 beta-arrestin translocation – imaging, U2OS, beta-arrestin-GFP, zaprinast agonist, primary screen (AID 2058); U2OS GPR35 beta-arrestin-GFP translocation imaging, zaprinast antagonism; higher % means a stronger effect; actives 0.052% (n = 290,000); one-dose inhibition, % at 10 µM; IC50 in µM for titrated hits;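 active means inhibition of at least 50% with at least 30 cells and total cytoplasm GFP at most 10,000,000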
AID2073: disruptors of CaV2.2 binding to Mint1 – biochemical, HTRF (AID 2073). inhibition, % at 20 µM, or IC50 in µM where a hit was titrated. actives 0.19% (n = 290,000). HTRF protein-protein interaction, Mint1-CaV2.2; higher % means a stronger effect; in the data active means inhibition mostly above about 51%, no sharp cut-off; further: some results filed as inactive read as strong as hits
UTI89 phage lysis: inhibition of K1F phage lysis, E. coli UTI89, bacterial capsule biogenesis inhibitors, alamar blue (AID 488966) | actives 0.02% (n = 340,000) | inhibition, % at 100 µM, or IC50 in µM where a hit was titrated | E. coli UTI89 K1F phage lysis, alamar blue, 2 h; higher % means a stronger effect;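 active means phage lysis inhibition, versus mean bacterial control, above a set limit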;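 further: capsule biogenesis inhibitors block K1F phage lysis so surviving cells raise fluorescence; higher fluorescence means more inhibition of phage lysis; actives were called in the ten point dose series up to 300 µM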
GPR55 beta-arrestin: selective activators of receptor GPR55 – imaging, U2OS cells, beta-arrestin-GFP redistribution, primary screen (AID 1961); U2OS GPR55 beta-arrestin-GFP redistribution imaging; higher % means a stronger effect; actives 0.048% (n = 290,000); one-dose activation, % at 10 µM; EC50 in µM for titrated hits;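 active means activation above 40% with more than 50 cells counted in the well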;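 further: U2OS osteosarcoma cells stably expressing GPR55 and beta-arrestin-GFP; plate controls were DMSO negative control for no effect and LPI positive control for full effect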
NS5 inhibitors: flavivirus cap methylation enzyme inhibition – biochemical, confirmation dose response, primary screen (AID 588689); Dengue-2 NS5 methyltransferase capping enzyme assay, biochemical; higher % means a stronger effect; inhibition, % at 25 µM, or IC50 in µM where a hit was titrated; actives 0.3% (n = 340,000); in the data active means a potency from the dose series
HIV fusion peptide: inhibitors of HIV fusion peptide binding, primary screen, biochemical, uHTS, fluorescence dequenching (AID 1986); cell-free peptide binding, fluorescence dequenching, 30 min; higher % means a stronger effect; actives 0.3% (n = 290,000); inhibition, % at 20 µM, or IC50 in µM where a hit was titrated; in the data active means inhibition mostly above about 52%, no sharp cut-off; inactive means mostly below about 76%; further: some results filed as inactive read as strong as hits
NTR1 ag cell count 20 µM: recorded beside NTR1 ag, whose call it bears; cell count; measured here: cell count, cytotoxicity flag
* = called active by the depositor; i = inactive; x = not tested or not shown; [ ] = another dose, or the depositor's remark.

SMILES	NTR1 ag	NTR1 ag cell count 20 µM	GPR55 antagonists	Siah-1 displacement	GPR35 antagonists	AID2073	UTI89 phage lysis	GPR55 beta-arrestin	NS5 inhibitors	HIV fusion peptide
O=C(O)c1ccccc1-c1ccccc1C(=O)Nc1ccccc1-c1ccccc1	0.9	68	11%	4%	5%	36%	0.1%	-0.2%	-5%	3.3%
Cc1cc(C)n(-c2nnc(C)n2NS(=O)(=O)c2ccc(F)cc2)n1	2.7	56	-7%	4%	6%	-2%	3.9%	-0.1%	-1%	-1.5%
O=C(CN1CCC(NC(=O)c2ccc(F)cc2)CC1)NCc1ccccc1F	0.9	105	5%	3%	7%	2%	0.0%	0.2%	-2%	-0.6%
O=C(CCOc1ccccc1)N1CCN(S(=O)(=O)c2cccs2)CC1	0.6	47	5%	0%	8%	-3%	0.5%	-0.1%	3%	0.5%
COc1ccc(C2N(c3ccc(Cl)cc3)C(=O)C3CCCN32)cc1 (configuration not stated)	22	55	3%	0%	4%	4%	-2.0%	0.2%	-1%	0.6%
CCN1C(=O)c2ccccc2S(=O)(=O)c2ccc(C(=O)N3CCOCC3)cc21	-1.5	86	2%	4%	19%	-6%	0.1%	-0.1%	-3%	-0.2%
CCN(CC)c1ccc(C=N/C(C#N)=C(\N)C#N)cc1	7.7	54	10%	i	14%	4%	1.0%	1.0%	-9%	-1.6%
CCOC(=O)C(CC)n1cnc2c(nnn2-c2cccc(OC)c2)c1=O (configuration not stated)	-0.2	82	-5%	-2%	5%	11%	0.1%	0.0%	-7%	-1.7%
Cc1ccc(S(=O)(=O)C2(C(=O)N3CCCC(C)C3)CC2)cc1 (configuration not stated)	0.1	56	16%	2%	6%	-5%	3.5%	-0.1%	-4%	-1.7%
Cc1ccc(S(=O)(=O)C2(C(=O)NCCc3ccccc3)CC2)cc1	0.4	79	0%	-6%	7%	7%	0.1%	-0.1%	-3%	-0.7%
C=C1CC(C(=O)N/N=C/c2ccccc2)C1	-1.3	51	-10%	-1%	6%	8%	5.2%	0.4%	-7%	0.4%
CC1=C(c2ccc(C)cc2)S(=O)(=O)N(CC(=O)O)C1=O	0.5	87	-2%	-1%	0%	15%	-1.4%	-0.1%	-5%	0.4%

Ordered by count of non-hydrogen atoms (high to low): five of the compounds above
SMILES	NTR1 ag	NTR1 ag cell count 20 µM	GPR55 antagonists	Siah-1 displacement	GPR35 antagonists	AID2073	UTI89 phage lysis	GPR55 beta-arrestin	NS5 inhibitors	HIV fusion peptide
O=C(CN1CCC(NC(=O)c2ccc(F)cc2)CC1)NCc1ccccc1F	0.9	105	5%	3%	7%	2%	0.0%	0.2%	-2%	-0.6%
COc1ccc(C2N(c3ccc(Cl)cc3)C(=O)C3CCCN32)cc1 (configuration not stated)	22	55	3%	0%	4%	4%	-2.0%	0.2%	-1%	0.6%
Cc1ccc(S(=O)(=O)C2(C(=O)N3CCCC(C)C3)CC2)cc1 (configuration not stated)	0.1	56	16%	2%	6%	-5%	3.5%	-0.1%	-4%	-1.7%
CCN(CC)c1ccc(C=N/C(C#N)=C(\N)C#N)cc1	7.7	54	10%	i	14%	4%	1.0%	1.0%	-9%	-1.6%
C=C1CC(C(=O)N/N=C/c2ccccc2)C1	-1.3	51	-10%	-1%	6%	8%	5.2%	0.4%	-7%	0.4%

(list continues)
SMILES	NTR1 ag	NTR1 ag cell count 20 µM	GPR55 antagonists	Siah-1 displacement	GPR35 antagonists	AID2073	UTI89 phage lysis	GPR55 beta-arrestin	NS5 inhibitors	HIV fusion peptide
CCN(CC)S(=O)(=O)c1ccc(O)c(C(=O)OCC(=O)N2c3ccccc3CC2C)c1 (configuration not stated)	0.0	66	-10%	0%	-9%	6%	0.3%	0.0%	-6%	0.1%
C=C(C)C1CC=C(C)/C(=N/NC(=O)CNc2ccc(C)cc2C)C1 (configuration not stated)	x	x	9%	-2%	5%	4%	4.5%	0.1%	-4%	0.2%
O=C(COC(=O)c1cccs1)NC12CC3CC(CC(C3)C1)C2	1.8	94	-3%	-7%	-3%	-2%	0.2%	-0.4%	0%	0.1%
Cc1ccc2nc3c(c(Nc4ccc(O)cc4)c2c1)CCC3	3.1	90	14%	1%	3%	-13%	-0.1%	0.4%	-1%	-1.3%
CCCCC(=O)NC(=S)NNC(=O)c1ccc(OC)cc1	-1.3	99	17%	-5%	-8%	29%	1.5%	0.3%	-5%	5.5%
Cc1cccc(OCC(=O)Nc2ccc(S(=O)(=O)Nc3cc(C)nc(C)n3)cc2)c1	0.9	67	16%	2%	-13%	0%	0.4%	0.2%	-6%	1.7%
COc1ccccc1N1CCc2c(C)nc3c(OC)cccc3c21	12	61	2%	0%	0%	30%	-0.7%	-0.3%	-11%	4.1%
CCCNC(=O)C1CC(=O)N(c2ccc(OCC)cc2)C1 (configuration not stated)	-0.2	52	8%	15%	8%	10%	0.4%	-0.3%	4%	2.4%
CC1CCN(S(=O)(=O)c2ccc(NC(=O)Cc3ccccc3)cc2)CC1	-0.1	46	3%	2%	-8%	-4%	0.5%	-0.1%	-2%	-0.2%
Cc1cc(C)nc(/N=C2\NC(=O)CC(C(=O)O)N2CCc2c[nH]c3ccccc23)n1 (configuration not stated)	-0.8	55	4%	2%	-5%	-7%	-1.0%	-0.1%	0%	-3.5%
COc1ccc(COc2cc(-c3cccc(OC)c3)nc3ccc(NC(=O)c4ccc(N(C)C)cc4)cc23)cc1	-0.4	46	-9%	-3%	-16%	15%	0.6%	-0.2%	-9%	0.6%
CCOC(=O)c1ccc(NC(=O)Oc2cc(C)c(Cl)cc2C(C)C)cc1	1.3	94	4%	10%	3%	9%	0.2%	-0.1%	-3%	1.6%
Cc1cccc(CC(C)NC(=O)c2cc(COc3ccc(F)cc3F)on2)n1 (configuration not stated)	-1.0	52	15%	1%	2%	3%	0.3%	-0.2%	0%	1.0%
Cc1ccc(C(=O)OCC(=O)c2ccc(Cl)s2)s1	2.3	56	6%	-2%	-3%	1%	-0.2%	-0.1%	-4%	-1.7%
CCCS(=O)(=O)N1CCN=C1SCc1cccc(F)c1	-0.6	59	8%	13%	3%	11%	0.3%	0.2%	-3%	1.2%
CCOc1ccc(-c2nnc3ccc(SCC(=O)Nc4cc(C)on4)nn23)cc1	-0.1	44	12%	19%	28%	-1%	0.2%	-0.4%	-4%	1.6%
O=C(CCCCCCC(=O)c1ccccc1)c1ccccc1	0.2	35	6%	3%	-3%	24%	0.0%	-0.1%	-11%	1.3%
COc1ccc(OC)c(NC(=O)c2ccc3c(c2)CCN3S(C)(=O)=O)c1	-1.5	55	6%	5%	-3%	5%	0.5%	0.3%	-7%	1.1%
CC(C)OCCCNC(=O)Cc1ccc(Br)cc1	0.8	51	12%	5%	-8%	5%	0.2%	0.1%	-13%	0.8%
Cc1ccc(CCN2C(=O)CCC2(C)C(=O)NCc2cccnc2)cc1 (configuration not stated)	-0.2	53	6%	3%	-8%	-1%	4.4%	-0.1%	-1%	-1.8%
COc1ccccc1-c1cc(-c2ccc(O)cc2)nc(N)c1C#N	9.5	69	-10%	0%	-10%	45%	-0.1%	-0.1%	-3%	0.4%
COc1ccc(C(=O)C(C)N(C(=O)c2ccc(Cl)cc2Cl)N2C(=O)C3C4C=CC(C4)C3C2=O)cc1 (configuration not stated)	4.8	84	16%	1%	-5%	10%	-2.3%	-0.3%	-9%	0.2%
COc1ccc(N(Cc2cc3ccc(C)cc3[nH]c2=O)C(C)=O)cc1	1.6	60	10%	3%	13%	-1%	0.2%	-0.3%	-4%	0.0%
CCOC(=O)C1=C(O)C(=O)NC(c2ccccc2)=C(OC2CCCCC2)C1	0.1	64	-13%	-1%	-9%	15%	-0.6%[50 µM]	-0.5%	6%	0.3%
Cn1c(SCc2nc3ccccc3[nH]2)nnc1-c1cnccn1	-0.7	44	4%	-1%	8%	-7%	1.3%	-0.2%	5%	-0.2%
Cc1ccc(O)c(-c2cc(C(F)(F)C(F)F)nc(-c3ccccc3)n2)c1	4.7	50	20%	1%	-8%	11%	0.6%	0.9%	-3%	2.4%
CCOc1cc2[nH]c(=O)n(Cc3ccccc3)c(=O)c2cc1OCC	-3.1	84	22%	3%	3%	-7%	-0.1%	-0.1%	-6%	0.8%
Cc1ccc(S(=O)(=O)NCc2ccc(C(=O)N3CCN(c4ccccc4)CC3)cc2)cc1	2.7	62	-9%	-3%	10%	-2%	0.2%	-0.2%	-8%	0.8%
CCN(CC)S(=O)(=O)c1ccc(NC2CCN(Cc3ccccc3)CC2)nc1	0.8	51	1%	5%	3%	-5%	0.0%	0.2%	-4%	0.9%
COc1cc(CN2CCC(Cc3ccccc3)CC2)cc(OC)c1OC	0.0	49	11%	1%	6%	-2%	-0.3%	0.8%	-5%	0.5%
O=C(Nc1cccc(Cl)c1)Nc1nnc(-c2ccncc2)s1	7.3	40	0%	-9%	16%	56%*	6.4%	0.1%	-4%	18%
O=C1NCCN(Cc2cccc(Oc3ccccc3)c2)C1CC(=O)N1CCCCO1 (configuration not stated)	1.3	80	-2%	-4%	-10%	-4%	0.6%	0.2%	14%	-0.5%
CCCCN(CC)CCCNC(=O)c1cc2cc3ccc(OC)cc3nc2o1	2.0	53	24%	0%	2%	42%	2.3%	-0.1%	-6%	2.0%
NC(=O)C1CCN(C(=O)CCSc2ccccc2)CC1	4.4	64	4%	1%	-10%	-6%	-0.4%	0.3%	4%	-1.5%
Cc1cc(C)n2c3c(c(C#N)c2n1)CCCC3	2.5	63	-4%	-1%	-6%	29%	1.7%	0.0%	-7%	-1.9%
COc1ccc(C(=O)COC(=O)C(CCSC)NC(=O)COc2ccccc2)c(OC)c1 (configuration not stated)	-0.5	60	-1%	2%	12%	4%	0.0%	0.3%	-5%	0.5%
CCC(C)NC(=O)Cn1cnc2sc(C)c(S(=O)(=O)N3CCN(c4ncccn4)CC3)c2c1=O (configuration not stated)	-0.6	43	16%	5%	-8%	-1%	2.5%	-0.4%	-5%	0.6%
O=C(NC1CCCCC1)C(c1ccncc1)N(C(=O)c1csnn1)c1ccc(F)cc1 (configuration not stated)	1.7	52	-7%	-1%	-6%	1%	0.1%	-0.1%	-3%	-0.1%

Compound activity deposited in PubChem BioAssay by several laboratories.
